Gal4-VP16 FLuc – VP16 counterscreen qHTS for inhibitors of ROR gamma transcriptional activity. AID 2546, 2010. Drosophila S2 Gal4-VP16 UAS-luciferase, luminescence, 20 h. 310,000 compounds, 3.5% hits. Potency, µM (doses to about 53.6 µM), for inactives: at the top dose activity, negative = inhibition, hits mostly inhibitors;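 note: Gal4-VP16 expression switched on by copper sulfate through the metallothionein promoter; % is set by controls: 0 for no effect and ±100 for the full control effect; nearly all actives have a fitted effect of over 50% in size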
RORg inh – qHTS for inhibitors of ROR gamma transcriptional activity; Nuclear receptor ROR-gamma (Mus musculus), P51450; Drosophila S2 Gal4-RORgamma UAS-luciferase reporter, 20 h; Potency, µM (titrated, usually from 53.6 µM), inactives show top-dose activity change, negative = inhibition, hits mostly inhibitors; 310,000 compounds, 5.4% hits; note: % is set by controls: 0 for no effect and ±100 for the full control effect; nearly all actives have a fitted effect of over 60% in size
Target sequence (P51450 whole entry, looked up, the tested form may be a part): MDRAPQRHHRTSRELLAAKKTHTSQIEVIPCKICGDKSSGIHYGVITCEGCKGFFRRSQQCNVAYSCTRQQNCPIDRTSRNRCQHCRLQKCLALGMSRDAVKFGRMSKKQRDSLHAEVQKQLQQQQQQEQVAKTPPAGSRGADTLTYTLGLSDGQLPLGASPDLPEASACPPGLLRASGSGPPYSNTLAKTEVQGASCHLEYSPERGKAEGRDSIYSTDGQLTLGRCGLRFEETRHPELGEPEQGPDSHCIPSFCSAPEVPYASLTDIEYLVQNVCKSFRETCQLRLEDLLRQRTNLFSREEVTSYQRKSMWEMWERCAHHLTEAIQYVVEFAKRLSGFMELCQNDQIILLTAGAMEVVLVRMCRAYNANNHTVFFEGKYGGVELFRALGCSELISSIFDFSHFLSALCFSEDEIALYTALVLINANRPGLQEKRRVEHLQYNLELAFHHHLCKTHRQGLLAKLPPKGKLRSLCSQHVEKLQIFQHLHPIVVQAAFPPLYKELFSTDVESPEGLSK
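Drosophila S2 cells stably expressing Gal4-DBD/mouse RORγ fusion under metallothionein promoter plus UAS-luciferase; compound 1 h, then 700 uM CuSO4 induction for 20 h at ambient temperature; inhibition read as reduced luminescence.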
Rab9 prom act – qHTS Assay for Rab9 Promoter Activators; 320,000 compounds, 2.8% hits; Potency, µM (doses to about 9.22 µM), without a hit: at the highest dose activation, negative = inhibition, usual class: activators; Huh7 Rab9 promoter-luciferase reporter, luminescence, 24 h; AID 485297, 2010; note: % of control where 0% means no effect; nearly all actives have a fitted effect of over 60% in size
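Measured in stably transfected Huh7 cells bearing a Rab9 promoter–luciferase construct: 24 h compound treatment at 37 °C, followed by luminescence detection.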
BRCA1 expr up – qHTS Assay to Identify Small Molecule Activators of BRCA1 Expression | MCF7-BRCA1-FFLuc reporter, luminescence, 48 h; response scale: scaled: vehicle 0%, 10 µM genistein 100% | Potency, µM (highest dose often 46.1 µM), without a hit: at the top dose activation, usual class: activators | 380,000 compounds, 1.1% hits; note: nearly all actives have a fitted effect of over 80% in size; some results filed as inactive show a strong effect at the top dose
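Compounds are tested at multiple concentrations on MCF7 BRCA1-luciferase reporter cells seeded at 2000 per well; after 48 h, a single luminescence end-point is taken and curves fitted to the normalized data.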
NPC1 prom act – qHTS Assay for NPC1 Promoter Activators. Huh7 NPC1 promoter luciferase reporter, 24 h. Potency, µM (top dose mostly 9.22 µM), for the others: top-dose activation, actives largely listed as activators. 320,000 compounds, 2.4% hits;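 note: % of control where 0% means no effect; nearly all actives have a fitted effect of over 60% in size; reporter is driven by a mutant NPC1 promoter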
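Readout is luciferase luminescence, reflecting NPC1 promoter activation in stably transfected Huh7 cells after 24 h compound exposure at 37 °C in reduced-serum medium with 10% FBS.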
p53 reactivation – qHTS assay for re-activators of p53 using a Luc reporter | 320,000 compounds, 0.063% hits | AID 504706, 2011 | Potency, µM (highest dose often 92.2 µM), inactives show at the highest dose activity change, positive = activation, usual class: activators | H1299 p53-A138V BP100-luciferase reporter, luminescence, 24 h; note: % of control where 0% means no effect; nearly all actives have a fitted effect of over 45% in size
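H1299 (p53-null), stable ts p53-A138V + BP100-Luc; 1000 cells/well, Opti-MEM/10% FBS; cpd 4 pt, 1:5; 24 h, 37 deg C, 5% CO2; detection reagent 10 min RT; luminescence.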
ELG1 genotoxic – qHTS screen for small molecules that induce genotoxicity in human embryonic kidney (HEK293T) cells expressing luciferase-tagged ELG1; HEK293T ELG1-luciferase reporter, luminescence, 16 h; Potency, µM (series often up to 46 µM), for the others: at the top dose activity change, positive = activation, actives largely listed as activators; 330,000 compounds, 1.3% hits; AID 504466, 2011; note: % of control where 0% means no effect; nearly all actives have a fitted effect of over 60% in size
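Luminescence read-out: rising ELG1-luciferase signal, reflecting elevated ELG1 protein under genetic stress, flags genotoxic compounds. Cells were treated for 16 hr at 37 °C before ONE-Glo detection.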
uPA generation – qHTS for Inhibitors of Cell Surface uPA Generation; cell surface uPA generation assay, qHTS; Potency, µM (top dose mostly 38.3 µM), for inactives: at the highest dose activity change, negative = inhibition, usual class: inhibitors; 330,000 compounds, 0.31% hits; active = well fitted inhibition curve with a large enough effect; inconclusive = small, poorly fitted or top-dose-only effect; inactive = no such curve, though single readings can be large or run the other way; tested in mouse RAW 264.7 cells; note: % is set by controls: 0 for no effect and ±100 for the full control effect; nearly all actives have a fitted effect of over 55% in size
FLuc counter – qHTS profiling assay for firefly luciferase inhibitor/activator using purifed enzyme and Km concentrations of substrates (counterscreen for miR-21 project) | Luciferin 4-monooxygenase (Photinus pyralis), P08659 | 360,000 compounds, 6.9% hits | Potency, µM (highest dose often 57.5 µM), without a hit: top-dose activity change, negative = inhibition, hits mostly inhibitors | AID 588342, 2011 | purified FLuc, Km substrates, luminescence inhibition;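 note: plate controls were vehicle for no effect and reference inhibitor for full effect; nearly all actives have a fitted effect of over 55% in size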
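Biochemical qHTS of compounds, final roughly 60 µM downward over six points, against 10 nM purified firefly luciferase using Km concentrations of substrates (10 uM D-luciferin, 10 uM ATP) in Tris acetate pH 7.5 buffer; luminescence output.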
MBNL1 CUG block – qHTS Assay for Inhibitors of MBNL1-poly(CUG) RNA binding; TR-FRET MBNL1-His/biotin-(CUG)12 binding, 665/545 ratio; Potency, µM (titrated, usually from 57.5 µM), for the others: at the highest dose activity change, negative = inhibition, actives largely listed as inhibitors; AID 2675, 2010; Muscleblind-like protein 1 (Homo sapiens), Q9NR56; 280,000 compounds, 0.036% hits; active = well fitted inhibition curve with a large enough effect in the signal ratio, with a control signal flat, not every such curve was filed as active; inconclusive = small, poorly fitted or top-dose-only effect, or effect the other way, or a change in a side signal; inactive = no such curve, though single readings can be large or run the other way; the % refers to the signal ratio; note: % is set by controls: 0 for no effect and ±100 for the full control effect
Target sequence (Q9NR56 whole entry, looked up): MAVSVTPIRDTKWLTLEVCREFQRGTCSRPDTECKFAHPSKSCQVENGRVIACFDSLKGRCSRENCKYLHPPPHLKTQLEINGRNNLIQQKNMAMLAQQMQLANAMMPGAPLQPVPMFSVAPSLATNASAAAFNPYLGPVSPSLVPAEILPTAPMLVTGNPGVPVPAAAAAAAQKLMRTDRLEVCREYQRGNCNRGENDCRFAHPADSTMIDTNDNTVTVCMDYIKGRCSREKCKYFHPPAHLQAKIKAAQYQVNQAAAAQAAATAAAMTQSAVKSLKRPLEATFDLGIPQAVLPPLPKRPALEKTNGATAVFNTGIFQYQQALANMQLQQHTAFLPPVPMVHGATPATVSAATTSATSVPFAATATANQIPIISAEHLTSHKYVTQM
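MBNL1-His + Biotin-(CUG)12, cpd titration 92 nM–58 uM; Tb anti-His Ab 0.055 ng/ul, SA-XL665 5 nM (final); 60 min RT; ratiometric 665/545 nm, Ex 340 nm; normalized to buffer and full-complex controls.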
An asterisk follows results filed as active; ? = inconclusive; nt = not tested or not shown; [ ] = remark or other dose. Unless noted, calls come from the whole dose curve; as a rule, active = well fitted curve in the direction sought with a large enough effect; inconclusive = small, poorly fitted or top-dose-only effect, or another doubt; inactive = no such curve, though single readings can be large; an effect the other way counts as inactive or inconclusive. Potency is the fitted concentration of half-maximal effect.

Compound	Gal4-VP16 FLuc	RORg inh	Rab9 prom act	BRCA1 expr up	NPC1 prom act	p53 reactivation	ELG1 genotoxic	uPA generation	FLuc counter	MBNL1 CUG block
CC(C)(C)OC(=O)N1Cc2ccccc2C[C@H]1C(=O)NC1CCCC1	4%	-5%	-1%	-7%	-4%	3%	-1%	10%	2%	0%
CCC(C)Sc1nc2c(cnn2-c2ccc(C)c(C)c2)c(=O)[nH]1 (stereo unspecified)	6%	13%	0%	-10%	-1%	-3%	13%	-5%	1%	3%
CS(=O)(=O)c1ccc(N2CCN(C3CC(=O)NC3=O)CC2)cc1 (stereo unspecified)	9%	16%	1%	18%	2%	-2%	1%	-2%	1%	1%
COC(=O)c1cnn(-c2ccccc2)c1N	-1%	?	11%	15%	18%	-2%	2%	6%	-3%	-8%
Cc1cc(C)n(C(C)CNC(=O)c2ccc3c(c2)OCO3)n1 (stereo unspecified)	5%	-5%	-1%	21%	2%	-4%	3%	5%	2%	0%
CN(C)CCOCCOc1ccc(Cl)cc1C(C)(C)C	-8%	-37%	-19%	-49%	-1%	-6%	-4%	6%	2%	2%
CN1C(C(=O)NCC2CC2)CC2Cn3c(nc4cc5ccccc5cc43)C21 (stereo unspecified)	-9%	3%	2%	12%	11%	5%	3%	2%	-9%	13%
O=C(CN1CCN(C2CCCCC2)CC1)c1c[nH]c2ccccc12	0%	14%	1%	40%	1%	0%	-2%	4%	1%	0%
CCN1C(=O)[C@H]2[C@@H](c3ccc(C)cc3)N3C(=O)N(c4cccc(Cl)c4)C(=O)[C@@]3(C)[C@H]2C1=O	nt	nt	2%	-9%	-3%	-4%	1%	7%	1%	nt
Cc1cccc(S(=O)(=O)NNC(=O)c2cc(-c3ccc(F)cc3)nc3ccccc23)c1	11%	11%	-1%	-17%	0%	1%	-5%	4%	?	6%

Compound	Gal4-VP16 FLuc	RORg inh	Rab9 prom act	BRCA1 expr up	NPC1 prom act	p53 reactivation	ELG1 genotoxic	uPA generation	FLuc counter	MBNL1 CUG block
CCOc1ccc(C(=O)Nc2ccc(N3CCN(C(C)=O)CC3)cc2)cc1[N+](=O)[O-]	0%	12%	-2%	-7%	-2%	-6%	-3%	8%	-3%	?
CCCCCCNc1cc(C)oc(=O)c1C(C)=O	14%	?	6%	-7%	-3%	5%	7%	-2%	-9%	2%
CC1=C/C(=N\OC(=O)/C=C/c2ccccc2)C(C)=CC1=O	0%	-3%	3%	-4%	-2%	-5%	-1%	-3%	3%	14%
Cc1ccc(C)c(OCC(=O)Nc2cccc(S(=O)(=O)NC3=NCCCCC3)c2)c1	-3%	29%	2%	-13%	-1%	-9%	-14%	-13%	-1%	-5%
CCC(CO)Oc1cc(NCc2cccc(OC)c2)c2ncn(C(C)C)c2c1 (stereo unspecified)	nt	nt	nt	-7%	nt	-4%	1%	7%	nt	nt
O=C(CCn1c(=S)oc2ccccc21)Nc1ccc(F)cc1	1%	-15%	-3%	-10%	-5%	4%	?	4%	3%	nt
Cn1c(=O)c2c(n(C)c1=O)=NC1(CCCCC1)N=2	0%	-11%	2%	4%	1%	-3%	0%	3%	10%	11%
COC(=O)C1CN(C(=O)C(C)Oc2ccccc2Cl)c2ccccc2O1 (stereo unspecified)	10%	13%	0%	-4%	1%	1%	0%	1%	0%	-5%
Cc1ccc(C)c(N2CCN(C(=O)C34CC5CC(C3)CC(n3nnc(C)n3)(C5)C4)CC2)c1	-13%	6%	-16%	-59%	-13%	0%	-11%	-6%	2%	nt
OCC1CCCCN1CCNCc1cn[nH]c1-c1cccc2ccccc12 (stereo unspecified)	-10%	-12%	-7%	-5%	-4%	5%	-1%	0%	-2%	-3%

Letter code: A = Gal4-VP16 FLuc; B = RORg inh; C = Rab9 prom act; D = BRCA1 expr up; E = NPC1 prom act; F = p53 reactivation; G = ELG1 genotoxic; H = uPA generation; I = FLuc counter; J = MBNL1 CUG block
Structure: O=C(Nc1ncc(Cc2cccc(Cl)c2)s1)C1=NCCN1
  A: 5µM*	B: 2.5µM*	C: -6%	D: -24%	E: -6%	F: 10%	G: -10%	H: -8%	I: -2%	J: 4%
Structure: Cc1cccc2cc(CN(CC3CCCO3)C(=O)NC3CCCCC3)c(=O)[nH]c12 (stereo unspecified)
  A: -6%	B: 16%	C: -6%	D: -23%	E: ?	F: -5%	G: -4%	H: nt	I: 3%	J: -2%
Structure: c1ccc(-n2ncc3c2ncn2cnnc32)cc1
  A: -6%	B: 0%	C: 0%	D: 0%	E: -1%	F: 3%	G: 0%	H: 5%	I: -5%	J: -4%
Structure: CCN(CC(=O)NCc1cccs1)C(=O)c1ccc(C)o1
  A: nt	B: nt	C: nt	D: -3%	E: nt	F: 4%	G: 2%	H: -1%	I: nt	J: nt
Structure: CC(=O)NC(NC(=S)Nc1ccccc1Br)C(Cl)(Cl)Cl (stereo unspecified)
  A: -5%	B: ?	C: -7%	D: -10%	E: -3%	F: 1%	G: -2%	H: 1%	I: 0%	J: -6%
Structure: CCN(Cc1ccccc1)C(=O)CCc1nnc(CCCc2ccccc2)o1
  A: ?	B: ?	C: ?	D: 11µM*	E: 28%	F: 10%	G: ?	H: -8%	I: ?	J: 0%
Structure: O=C(NCCc1ccccc1)C(=O)NC1CCCCC1
  A: 12%	B: -4%	C: 3.2µM*	D: 4µM*	E: 3.5µM*	F: 12%	G: 11%	H: 4%	I: -1%[2.3 µM]	J: 0%
Structure: COc1cccc(C2CC(=O)Nc3cc(OC)c(OC)cc32)c1 (stereo unspecified)
  A: 5%	B: ?	C: 0%	D: -9%	E: -3%	F: -13%	G: 8%	H: 1%	I: -2%	J: 2%
Structure: CCCC(=O)Nc1nnc(-c2ccco2)s1
  A: 20%	B: ?	C: ?	D: 33%	E: ?	F: ?	G: ?	H: 4%	I: -19%	J: 16%
Structure: CCn1nc(NC(=O)CC(C)C)c2cc3ccc(C)cc3nc21
  A: 1%	B: -5%	C: -16%	D: -10%	E: 4%	F: -6%	G: -3%	H: -6%	I: 0%	J: 14%
Structure: Cn1c(=O)cc2c3c(c(N4CCCCC4)ccc31)C(=O)c1ccccc1-2
  A: -13%	B: -23%	C: -2%	D: -48%	E: -6%	F: -6%	G: ?	H: 5%	I: ?	J: ?
Structure: O=C(CNc1cc(S(=O)(=O)N2CCOCC2)ccc1NCC1CCCO1)Nc1cccc(F)c1 (stereo unspecified)
  A: 0%	B: 35%	C: 6%	D: -1%	E: -1%	F: -10%	G: 2%	H: -3%	I: 2%	J: 3%
Structure: O=C(N/N=C/c1ccccn1)c1ccc(S(=O)(=O)N2CCCCCC2)cc1
  A: -5%	B: -14%	C: -1%	D: -2%	E: 4%	F: 5%	G: nt	H: 6%	I: -1%	J: 9%
Structure: O=C(CN1C(=O)NC2(CCCC2)C1=O)N1CCN(S(=O)(=O)c2cccc(C(F)(F)F)c2)CC1
  A: nt	B: nt	C: 1%	D: -9%	E: 6%	F: 0%	G: -9%	H: 5%	I: 5%	J: nt
Structure: CC(C)CCNC(=O)C1CC(c2cccc(F)c2)=NO1 (stereo unspecified)
  A: -2%	B: 8%	C: -1%	D: 15%	E: 1%	F: 2%	G: 4%	H: 6%	I: -3%	J: -9%
Structure: COc1cc(O)cc(/C=C/c2ccccc2)c1
  A: ?	B: 24%	C: nt	D: ?	E: nt	F: nt	G: nt	H: -1%	I: nt	J: nt
Structure: COCc1ccc(CN2CCCC(CO)(Cc3cccc(OC)c3)C2)o1 (stereo unspecified)
  A: 2%	B: -13%	C: 0%	D: -21%	E: -3%	F: 0%	G: -4%	H: ?	I: 1%	J: -13%
Structure: O=C(c1ccc(O)cc1)c1ccc(O)cc1O
  A: 1%	B: 8%	C: -4%	D: 70%	E: -1%	F: 10%	G: 3%	H: -1%	I: -17%	J: -5%
Structure: CCN(CC(=O)NCc1cccs1)C(=O)COc1ccc(C(N)=O)cc1
  A: nt	B: nt	C: -3%	D: -9%	E: -7%	F: 5%	G: 3%	H: ?	I: -1%	J: nt

Compounds were not picked by outcome. Share with any hit: about 13%.
